Assay outcomes from PubChem BioAssay.
Kir21 block: Kir2.1 (mouse) channel inhibition; 310,000 compounds, 0.85% hits; B-score at 10 µM; AID 1672; HEK293-Kir2.1, FluxOR thallium flux fluorescence; active compounds read low; P35561;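 active = fluorescence ratio B-score at or below minus 3 SD of library scores, with starting-brightness B-score within 2 SD, cut at about -4.2 in these data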;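 note: channel flux triggered by added potassium and thallium sulfate stimulus; B-score of peak minus minimum fluorescence over baseline after thallium stimulus; more negative B-score means stronger Kir2.1 block with less thallium influx; some compounds called inactive have numbers as strong as hits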
Target sequence (P35561 whole entry, looked up): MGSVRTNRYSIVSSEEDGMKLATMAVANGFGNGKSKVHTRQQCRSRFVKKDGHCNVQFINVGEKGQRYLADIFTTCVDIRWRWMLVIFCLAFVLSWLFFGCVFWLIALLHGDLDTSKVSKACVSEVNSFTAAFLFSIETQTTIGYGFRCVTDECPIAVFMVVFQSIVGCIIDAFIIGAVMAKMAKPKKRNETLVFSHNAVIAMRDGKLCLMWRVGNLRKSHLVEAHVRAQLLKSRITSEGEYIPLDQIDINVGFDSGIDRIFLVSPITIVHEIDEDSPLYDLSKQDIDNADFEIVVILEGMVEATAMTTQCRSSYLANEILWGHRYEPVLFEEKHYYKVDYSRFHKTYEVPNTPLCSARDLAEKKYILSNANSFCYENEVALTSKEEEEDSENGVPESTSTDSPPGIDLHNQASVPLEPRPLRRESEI
KCNQ2 inh: KCNQ2 channel blockers in CHO-K1 cells – cell-based, FluxOR thallium flux, B-score, primary screen (AID 2156); B-score at 10 µM; 20 min; active compounds read low; 310,000 compounds, 1.1% hits; O88943;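 active = fluorescence ratio B-score at most minus 3 library SDs, with starting brightness B-score within 2 library SDs, cut at about -5.5 in these data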
* = called active by the depositor; i = inactive.

SMILES	Kir21 block	KCNQ2 inh
Cc1cc(COC(=O)C2N3C(=O)[C@@H](NC(=O)COc4ccccc4)[C@H]3SC2(C)C)on1 (stereo not given in full)	1.22	i
COc1ccc(/C=C/C(=O)NC(=S)Nc2ccccc2)cc1OC	1.95	i
CN(C)/C=C(\C#N)C(=O)Nc1ccccc1	0.69	i
CCc1ccccc1NC(=O)Cn1nc(C(F)(F)F)c2c1CCC2	0.01	i
Cc1ccc(C)c(CN2CCC(CNC(=O)Nc3ccc(F)c(Cl)c3)CC2)c1	-3.82	i
COc1ccc(C2=NNC(c3cc(Cl)cc4c3OCOC4)C2)c(O)c1 (stereo not given)	0.05	i
Cc1ccc2[nH]c(=O)c(CN(CCCN3CCOCC3)C(=O)NC3CCCCC3)cc2c1	1.65	i
Cc1cc(C)cc(-n2c(C)cc(C(=S)N3CCOCC3)c2C)c1	0.65	i
CN(C)C(CNC(C(=O)Nc1ccc([N+](=O)[O-])cc1Br)c1ccccc1)c1ccccc1 (stereo not given)	0.58	i
Cc1oc(/C=N/NC(=O)CN(c2ccccc2Cl)S(C)(=O)=O)cc1Br	-0.56	i
FC(F)Oc1ccccc1NC(=S)NCCc1ccccc1	-0.82	i
CC1Cc2ccccc2N1CC(=O)Nc1ccc(S(=O)(=O)N(C)C)cc1 (stereo not given)	0.72	i
CCN1C(=O)c2ccc(C(=O)Nc3cccc(C(=O)O)c3)cc2C1=O	-1	i
Cc1cccn2c(=O)c3cc(C(=O)NCCN4CCOCC4)c(=N)n(CCN4CCOCC4)c3nc12	0.48	i
COC(=O)c1cn(C)c2ccc(S(=O)(=O)N3CCCCC3)cc2c1=O	-1.88	i
Cc1nc2c(c(C)nn2-c2ccccc2)c(C)c1Cl	-1.25	i
Cc1ccccc1C1CC(c2cccs2)=NN1S(C)(=O)=O (stereo not given)	-1.19	i
N#CC1=C(N)Oc2c(ccc3ccccc23)C1c1ccsc1 (stereo not given)	-0.16	i
COc1cc(O)c(C(CC(=O)N2CCN(c3ccccc3)CC2)c2ccc(N(C)C)cc2)c(OC)c1 (stereo not given)	-0.93	i
C=CCC(C(=O)OC)(C(=O)OC)c1ccc([N+](=O)[O-])cc1[N+](=O)[O-]	-0.73	i

Two records drawn at random from the list so far, as already listed:
SMILES	Kir21 block	KCNQ2 inh
Cc1nc2c(c(C)nn2-c2ccccc2)c(C)c1Cl	-1.25	i
Cc1ccc2[nH]c(=O)c(CN(CCCN3CCOCC3)C(=O)NC3CCCCC3)cc2c1	1.65	i

More records.
SMILES	Kir21 block	KCNQ2 inh
S=c1[nH]nc(-c2ccccc2Cl)n1CC1CCCO1 (stereo not given)	-2.6	i
O=C(c1ccccc1)c1cc([N+](=O)[O-])ccc1N1CCCC1	-1.15	i
O=C(NC12CC3CC(CC(C3)C1)C2)N1CCC(O)CC1	-0.88	i
Cc1cccc(Nc2c(F)c(F)c(F)c(F)c2C(=O)O)c1	-0.85	i
COC(=O)C(N)CCCCN (stereo not given)	-0.97	i
CCOC(=O)N1CCC(NC(=O)C2CCCN(Cc3nc(-c4ccc(CC)cc4)oc3C)C2)CC1 (stereo not given)	1.48	i
CCCOC(=O)C(C)n1cnc2sc(C)c(C)c2c1=O (stereo not given)	-0.29	i
CC1=C[C@@H](C)[C@@H](c2ccc(C(F)(F)F)cc2)OC1=O	0.5	i
Nc1c(Cl)ncnc1N1CCOCC1	0.16	i
Clc1cncc(Cl)c1N/N=C/c1ccncc1	2.15	i
COc1ccc(N2C(=O)c3ccccc3NC2c2ccccc2O)cc1 (stereo not given)	-1.5	i
COc1ccc(C(=O)NC(=S)Nc2cccc3nc(C)ccc23)cc1OC	1.06	i
C=CCNc1nc(NCc2ccccc2)nc(OCC)n1	2.05	i
CCSc1nc2sc3c(c2c(=O)n1CC)CCC3	0.21	i
CCOC(=O)C1=C(C)NC(=O)NC1c1ccccc1 (stereo not given)	0.94	i
Cc1ccc(C(=S)N2CCCCCC2)cc1	-1.33	i
Cc1ccc2c(cnn2C(=O)CCC(=O)NCc2cccc(Cl)c2)c1	0.88	i
CC(C)Nc1nc(-c2ccncc2)nc(-c2ccccc2)c1C#N	0.1	i
N#Cc1ccc(-c2cccnc2)nc1SCC(N)=O	0.01	i
Cn1c(SCC(=O)c2ccc3c(c2)Cc2ccccc2-3)nnc1-c1cccc(N)c1	0.2	i
CCc1noc(C)c1C(=O)N(C)CC(=O)Nc1ccc(Cl)c(Cl)c1	-0.98	i
CCOc1ccccc1N1CC(C(=O)Nc2ccc(S(=O)(=O)N3CCCCC3)cc2)CC1=O (stereo not given)	0.05	i
COC(=O)CNC(=O)CSc1nc2sccc2c(=O)n1-c1ccccc1	-0.14	i
Cc1cc(=O)oc2cc(NC(=O)Cc3ccccc3[N+](=O)[O-])ccc12	1.99	i
O=C(NCC1CCCN(Cc2ccc3c(c2)OCCO3)C1)c1ccc2c(c1)OCO2 (stereo not given)	2.35	i
CC(C)c1ccc(NC(=O)c2cc(S(=O)(=O)N3CCCC3)c[nH]2)cc1	0.16	i
Cn1nnnc1SCC(=O)N1CCN(S(=O)(=O)c2ccc(Cl)cc2)CC1	0.56	i
CCOC(=O)N1CCC(NC(=O)c2cc3c(C)nc4ccccc4c3o2)CC1	2.47	i
CCOc1ccc(CN2CCN(Cc3cc4ccccc4[nH]3)CC2CCO)cc1 (stereo not given)	-0.04	i
N#Cc1ccc(-c2nc3cc(Cl)ccc3c(=O)n2O)cc1	-0.9	i
COc1ccc(-n2c(C)cc(/C=C3\C(=N)N4N=C(CC(=O)N5CCOCC5)SC4=NC3=O)c2C)c(OC)c1	-0.42	i
O=C(NN1CC(C(=O)OCc2ccc(Br)cc2)CC1=O)c1ccccc1 (stereo not given)	0.93	i
CCOc1ccc2c(=O)c(Oc3ccccc3OCC)coc2c1	-1.46	i
N/C(=N\OC(=O)C12CC3CC(CC(C3)C1)C2)c1ccncc1	1.74	i
O=C(CCSCc1ccc(Cl)cc1)NCc1cccs1	-0.34	i
CC(OC(=O)c1ccco1)C(=O)NC1CCCC1 (stereo not given)	0.58	i
O=C(Nc1ccccc1N1CCOCC1)c1cc2c(s1)CCCCC2	0.4	i
O=C(N/N=C/c1cccs1)c1ccc2ncccc2c1	0.46	i
Cn1c(SCCS(=O)(=O)c2ccc(Cl)cc2)nnc1-c1ccccc1	-3.85	i
CCNc1c(NCC)c(=O)c1=O	-1.29	i

In the list so far, these have an aryl thioether with sulfur outside any ring:
SMILES	Kir21 block	KCNQ2 inh
CCSc1nc2sc3c(c2c(=O)n1CC)CCC3	0.21	i
N#Cc1ccc(-c2cccnc2)nc1SCC(N)=O	0.01	i
Cn1c(SCC(=O)c2ccc3c(c2)Cc2ccccc2-3)nnc1-c1cccc(N)c1	0.2	i
COC(=O)CNC(=O)CSc1nc2sccc2c(=O)n1-c1ccccc1	-0.14	i
Cn1nnnc1SCC(=O)N1CCN(S(=O)(=O)c2ccc(Cl)cc2)CC1	0.56	i
Cn1c(SCCS(=O)(=O)c2ccc(Cl)cc2)nnc1-c1ccccc1	-3.85	i

Continued.
SMILES	Kir21 block	KCNQ2 inh
CC1CC(NNC(=O)c2ccccc2)=Nc2ccccc2N1C (stereo not given)	1.23	i
COc1ccc(-c2csc(NC(=O)CCS(=O)(=O)c3ccccc3)n2)c(OC)c1	1	i
Cc1nc2ccccc2c(=O)n1/N=C/C=C/c1ccccc1	-0.55	i
O=c1c2c3n(c(=S)nc2[nH]n1-c1ccccc1)CCCCC3	2.36	i
Cc1cc(C)c2c(=O)[nH]c(SCC(=O)c3ccc(F)c(C)c3)nc2n1	1.47	i
Cc1ccc(Nc2nc(-c3ccc(S(=O)(=O)N4CCCC4)cc3)cs2)cc1C	-0.44	i
COc1cccc(C(=O)N2N=C(c3cccc(OC)c3)CC2(O)C(F)(F)F)c1 (stereo not given)	-0.2	i
NC(=O)C1CCN(C(=O)c2ccccc2SCC(=O)NCC2CCCCC2)CC1	0.06	i
Cc1ccn2c(=O)nc(SCC(=O)Nc3cccc4ccccc34)nc2c1	-0.58	i
Cc1cccc(N2C(=O)NC3(CCCCC3)C2=O)c1	-2.64	i
CCN(CC)CCNC(=O)c1cc(Nc2ccc(OC)c(OC)c2)nc2ccccc12	-0.94	i
CC(=O)Nc1ccc(NC(=O)Cn2c(=O)n(-c3ccc(C)cc3)c(=O)c3oc4ccccc4c32)cc1	-0.84	i
CC(C)N(Cc1nc(-c2ccccc2)no1)C(=O)c1ccc([N+](=O)[O-])cc1	-0.2	i
COc1cccc(/C=N/Nc2ncc(C)c(=O)[nH]2)c1OC	0.31	i
O=C(CSc1nc(Cc2ccccc2)nc2ccccc12)Nc1nc2c(s1)CCCC2	0.49	i
COc1ccc(NC(=O)c2ccc3c(SCC(=O)O)c4c(nc3c2)CCCC4)cc1Cl	-1.17	i
O=C1CN(C(=S)Nc2ccccc2Cl)CCN1	0.68	i
COc1cc(NC(=O)COC(=O)c2nc3nc(C)cc(C)n3n2)cc(OC)c1	-0.14	i
NC(=O)NC(=O)COC(=O)CCCCCNS(=O)(=O)c1ccc2c(c1)OCCO2	-1.06	i
Cc1ccc(C(=O)N2CCN(c3ccccn3)CC2)cc1Cl	-0.9	i
Cc1ccc(C)n1NC(=O)c1ccc(O)cc1	-0.11	i
Cc1cc(C(=O)CN2C(=O)C(=O)N(Cc3ccccc3)C2=O)c(C)n1-c1ccccc1F	0.97	i
CCn1c(COc2c(C)cccc2C)nnc1SCc1nc2ccccc2c(=O)[nH]1	-1.06	i
CCOc1cc(C(=S)N2CCOCC2)ccc1OS(=O)(=O)c1ccccc1	0.17	i
CC(=O)c1cc(CN2CCN(C3CCN(C(C)C)CC3)C(CCO)C2)cs1 (stereo not given)	-0.71	i
CNC(=O)/C(C#N)=c1\s/c(=C/C(=O)OC)c(=O)n1-c1ccccc1	0.4	i
CC#C[C@]1(O)CC[C@H]2[C@@H]3CCC4=CC(=O)CCC4=C3[C@@H](c3ccc(N(C)C)cc3)C[C@@]21C	0.51	-5.92*
Cc1cc(-n2nc3ccccc3n2)c(O)c([N+](=O)[O-])c1	0.1	i
CCC(C(=O)N/N=C(\C)c1cccnc1)c1ccccc1 (stereo not given)	2.12	i
O=C(Nc1nccs1)c1ccc(COc2ccc(F)cc2)o1	0	i
CCC(C)NCCCOc1ccc(C)cc1OC (stereo not given)	0.22	i
CCc1nnc(NC(=O)CSc2nnc(-c3ccccc3OC)n2-c2ccccc2)s1	1.98	i
C=CCNC(=S)NNC(=O)c1ccc(OCCC)cc1	-0.25	i
Cn1cccc1Cc1nnc(SCC(=O)N2CCN(c3ccccc3)CC2)n1-c1ccc(F)cc1	-1.57	i
Clc1ccc(CSc2nnc(-c3ccccn3)n2Cc2ccco2)c(Cl)c1	-0.37	i
O=C(c1cc(-c2ccco2)on1)N1CCN(c2ccccc2)CC1	-0.3	i
COc1ccc(C(C(=O)NC(C)(C)C)N(C(=O)Cn2nnc3ccccc32)c2ccc(C(C)=O)cc2)cc1O (stereo not given)	2.12	i
Cc1ccc(C)c(N2CCN(C(=O)c3ccc(N4CCCC4=O)cc3)CC2)c1	0.42	i
COc1ccc(Cn2ccnc2)cc1Br	0.17	i
OC1(c2nc3ccccc3[nH]2)CCCCC1	1.12	i

5 structures already listed, arranged by length of the SMILES, largest number first:
SMILES	Kir21 block	KCNQ2 inh
Cc1ccc(C)c(N2CCN(C(=O)c3ccc(N4CCCC4=O)cc3)CC2)c1	0.42	i
CC(=O)c1cc(CN2CCN(C3CCN(C(C)C)CC3)C(CCO)C2)cs1 (stereo not given)	-0.71	i
O=C(Nc1nccs1)c1ccc(COc2ccc(F)cc2)o1	0	i
Cc1ccc(C)n1NC(=O)c1ccc(O)cc1	-0.11	i
CCC(C)NCCCOc1ccc(C)cc1OC (stereo not given)	0.22	i

(next part)
SMILES	Kir21 block	KCNQ2 inh
Cc1ccc2nc(N(CCCN(C)C)C(=O)COc3ccc(Cl)cc3)sc2c1	1.48	i
O=C(Nc1ccc(F)cc1)N1CCC(c2nc3c(nnn3Cc3ccccc3Cl)c(=O)[nH]2)CC1	0.72	i
Cc1nc(C(=O)Nc2ccccc2)sc1C1(C)CC(c2cccc([N+](=O)[O-])c2)=NO1 (stereo not given)	0.02	i
CCC(=O)c1ccc(OCC(=O)OCC(=O)N2c3ccccc3CC2C)cc1 (stereo not given)	0.83	i
CCOC(=O)c1ccc(-n2ccnc2)c(NC(=O)c2ccc(Cl)cc2)c1	-0.65	i
Nc1nnc(-c2ccc(Cl)c(Cl)c2)s1	0.92	i
COc1ccccc1-n1c(C)nc2cc(C(=O)O)ccc21	-1.37	i
COC(=O)NCC(c1ccc2c(c1)OCO2)N1CCN(c2ccc(OC)cc2)CC1 (stereo not given)	0.52	i
CNc1ccccc1C(=O)OC(C)C(=O)Nc1ccc(Cl)cn1 (stereo not given)	0.23	i
C=CCNC(=O)N[C@@H](Cc1ccccc1)C(=O)OC	1.76	i
CC(=O)SCC[N+](C)(C)C	-0.27	i
COc1ccc(NC(=O)c2cc(-c3ccc(C)cc3)on2)cc1OC	1.14	i
CC(=O)Nc1c2c3c(cccc3n(C)c1=O)C(=O)c1ccccc1-2	0.42	i
COc1ccc(NC(=O)CN2CCc3ccccc3C2)c(OC)c1	1.22	i
O=C(NC1CCCCC1)N1CCSC1=Nc1ccccc1	1.28	i
COc1ccc(CCNc2ncnc3[nH]ncc23)cc1OC	1.65	i
CCc1ccc2[nH]c(=O)c(CN(Cc3ccco3)S(=O)(=O)c3ccc4c(c3)OCCO4)cc2c1	0.64	i
O=C(CSc1c2c(nc3ccccc13)CCC2)N1CCCC1	-1.97	i
CCOc1ccc(C)cc1S(=O)(=O)n1ccnc1	-0.05	i
Cc1[nH]n2c(=O)c3c(nc2c1-c1ccccc1)CCCC3	-1.88	i
O=C(O)C1C(c2ccccc2)C(C(=O)Oc2ccc(O)cc2)C1c1ccccc1 (stereo not given)	-0.34	i
O=C(NNS(=O)(=O)c1ccccc1)C1CCN(S(=O)(=O)c2ccccc2)CC1	0.51	i
